High-throughput results (PubChem)
PrPC surface inh = reduces human prion protein on the cell surface. inhibition, % at 13.8 µM. cell surface PrPC, TR-FRET read-out. P04156. AID 720596. hit rate 0.43% among 370,000; in the data active = inhibition above about 24%; note: 0% = median of the test wells and 100% = reference compound wells
Rv3671c protease = Rv3671c (M. tuberculosis) protease inhibition; P9WHR9; inhibition, % at 5.96 µM; hit rate 0.048% among 320,000; in the data active = inhibition above about 38%;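 note: extracellular domain of Rv3671c used as enzyme; 0% = enzyme with DMSO and 100% = no enzyme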
Target sequence (P9WHR9 whole entry, looked up, the tested form may be a part): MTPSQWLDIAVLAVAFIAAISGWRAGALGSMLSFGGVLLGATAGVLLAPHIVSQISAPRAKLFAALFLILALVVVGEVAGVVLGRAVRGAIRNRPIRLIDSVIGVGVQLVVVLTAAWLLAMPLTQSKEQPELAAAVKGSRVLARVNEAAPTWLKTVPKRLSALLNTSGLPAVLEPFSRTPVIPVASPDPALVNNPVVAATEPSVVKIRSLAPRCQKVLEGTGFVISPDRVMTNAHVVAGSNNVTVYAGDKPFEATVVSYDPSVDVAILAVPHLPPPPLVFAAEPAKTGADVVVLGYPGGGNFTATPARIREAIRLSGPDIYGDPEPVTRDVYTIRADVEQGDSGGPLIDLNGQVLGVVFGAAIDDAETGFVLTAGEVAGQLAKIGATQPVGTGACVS
Mtb FBA inh = Mtb fructose-bisphosphate aldolase inhibition | P9WQA3 | purified M. tuberculosis FBA, fluorescence read-out | inhibition, % at 1 µM | hit rate 2.3% among 360,000; in the data active = inhibition above about 27%;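 note: 0% = vehicle and 100% = reference inhibitor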
MazEF act = increases E. coli MazEF RNase cleavage of RNA | P0AE70 | AID 504720 | activation, % at 20 µM | FAM/BHQ RNA-DNA oligo cleavage fluorescence, 5 h | hit rate 0.32% among 350,000; in the data active = activation above about 50%
Target sequence (P0AE70 whole entry, looked up): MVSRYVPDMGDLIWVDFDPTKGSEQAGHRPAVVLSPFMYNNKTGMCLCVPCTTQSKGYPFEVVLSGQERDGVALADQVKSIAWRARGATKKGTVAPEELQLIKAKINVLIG
Mtb BioA inh = inhibitors of Mycobacterium tuberculosis BioA enzyme. purified M. tuberculosis BioA enzyme, plate reader. inhibition, % at 9.99 µM. hit rate 0.096% among 360,000; in the data active = inhibition above about 40%; inconclusive = no clear call, values can overlap the other calls
GDH-TPI inh = inhibits GDH-TPI coupling enzymes, artifact for Mtb FBA screen; hit rate 1.2% among 360,000; GDH-TPI coupled enzyme counterscreen, NADH absorbance; inhibition, % at 4.8 µM; in the data active = inhibition above about 30%;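 note: 0% = DMSO wells and 100% = wells lacking the enzyme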
BoNT-F LC inh = blocks Botulinum neurotoxin F light chain protease. hit rate 0.22% among 360,000. inhibition, % at 10 µM. AID 588497. Multiplex microsphere protease cleavage assay, flow cytometry; in the data active = inhibition above about 35%, passing the limit was not always enough; inconclusive = no clear call, values can overlap the other calls; note: plate controls were buffer without enzyme for full effect and enzyme alone for no effect
FadD28 binding = M. tuberculosis FadD28 bisubstrate binding inhibition; AID 588549; FadD28 bisubstrate probe binding, fluorescence polarization; inhibition, % at 12.5 µM; hit rate 0.22% among 360,000; in the data active = inhibition above about 8.5%, passing the limit was not always enough; inconclusive = no clear call, values can overlap the other calls
UGM FP inh = inhibitors of M. tuberculosis UDP-galactopyranose mutase; P9WIQ1; purified UGM, fluorescence polarization probe displacement; inhibition, % at 10 µM; hit rate 0.06% among 320,000; AID 504406; in the data active = inhibition above about 10%, passing the limit was not always enough; inconclusive = no clear call, values can overlap the other calls
Target sequence (P9WIQ1 whole entry, looked up): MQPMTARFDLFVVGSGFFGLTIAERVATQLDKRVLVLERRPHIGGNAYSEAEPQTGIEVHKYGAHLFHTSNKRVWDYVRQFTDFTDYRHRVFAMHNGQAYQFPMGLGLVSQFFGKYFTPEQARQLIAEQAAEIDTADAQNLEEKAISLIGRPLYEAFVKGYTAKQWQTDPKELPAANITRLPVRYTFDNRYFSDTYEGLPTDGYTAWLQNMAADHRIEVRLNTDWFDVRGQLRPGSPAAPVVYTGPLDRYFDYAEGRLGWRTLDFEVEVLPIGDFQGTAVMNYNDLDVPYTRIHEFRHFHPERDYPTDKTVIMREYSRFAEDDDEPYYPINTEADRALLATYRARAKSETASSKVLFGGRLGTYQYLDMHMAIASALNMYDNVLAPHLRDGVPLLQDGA
Numbers without * were called inactive; ? = inconclusive; · = no result given.

SMILES	PrPC surface inh	Rv3671c protease	Mtb FBA inh	MazEF act	Mtb BioA inh	GDH-TPI inh	BoNT-F LC inh	FadD28 binding	UGM FP inh
CCOC(=O)c1c(NC(=O)Cn2nc(C(F)F)cc2C(F)F)sc(C)c1C	-3	-12	0	-4	-1.1	10	?	-3.6	-0.6
CCCc1c(NC(=O)Nc2ccc(F)cc2)cnn1-c1ccccc1	0	-8	0	-14	·	2	-6	-0.1	4.2
COc1cccc(CN(C)C(=O)C2CCC(=O)N(Cc3cccc(F)c3)C2)c1 (stereo unspecified)	1	-5	2	6	0.5	0	?	·	-0.5
COC(=O)C1=C(c2ccc3ccccc3c2)C[C@@H]2CC[C@H]1N2C(=O)NCc1ccco1	9	-2	-2	4	-0.2	-4	-1	-2.4	-0.2
CC(C)NC(=O)CSc1nnc(-c2ccc(F)cc2)c2ccccc12	3	-1	7	8	·	5	-6	-2.0	-2.5
Cc1cn(CCOc2ccc(Cl)cc2)c(=O)[nH]c1=O	5	-2	4	6	0.0	5	5	-1.0	-4.2
Cc1cccc(NC(=O)c2cccc(NS(=O)(=O)c3ccc(Cl)cc3)c2)c1	·	-59	11	-5	4.5	-2	-28	-0.6	-3.4
COc1ccccc1CNC(=O)CSc1ccc(Br)cc1	-1	-1	-5	0	·	-8	0	-5.0	0.9
COc1ccc(COC(=O)C2CCN(S(=O)(=O)c3ccc(F)cc3)CC2)cc1	-7	15	2	-1	·	4	?	-1.1	2.4
COc1cc(OC)c(-c2nc3cnccc3n2C)cc1OC	3	-4	-1	3	5.1	9	-5	-0.7	-0.5
CC(NC(=O)C(c1ccccc1)c1ccccc1)C(=O)O (stereo unspecified)	-3	-12	4	1	-1.6	4	0	0.7	0.9
CCN1C(=S)N[C@@H](c2cccs2)C(C(=O)OC)=C1C	-7	-3	0	0	0.0	16	0	-1.0	-0.3
OC(CNCc1ccco1)Cn1c2ccccc2c2ccccc21 (stereo unspecified)	-12	-8	1	5	·	-3	-25	-0.1	0.2
Cc1ncc(COCc2ccccc2)c(CO)c1OCc1ccccc1	7	·	-1	7	·	9	4	-5.0	·
Cc1ccc(S(=O)(=O)Nc2nc3ccccc3nc2NCC2CCCO2)cc1 (stereo unspecified)	2	-2	14	-2	0.1	11	-5	-3.5	0.0
Cn1nccc1/C=C(/C#N)S(=O)(=O)c1ccccc1	-7	6	-1	17	-2.8	-7	4	0.5	0.7
Cc1cc(N)ccc1-n1c(C)ccc1C	-4	83*	3	5	-1.7	-2	·	3.6	2.0
O=C(NCC(=O)N(c1cccnc1)C(C(=O)NC1CCCC1)c1ccccc1)c1ccco1 (stereo unspecified)	3	3	-2	2	·	-3	0	-0.8	0.4
O=C(C1CC(c2ccc(F)cc2)=NO1)N1CCC2(CC1)OCCO2 (stereo unspecified)	7	3	1	11	·	3	-28	-0.7	1.3
Cn1c(O)c(N=NC(=S)Nc2ccccc2F)c2cc(S(=O)(=O)N3CCOCC3)ccc21	-4	·	-5	16	-0.8	8	-3	0.3	·
O=C1NCC(=O)N2CCC[C@@H]12	1	-5	1	5	-1.2	5	3	-0.1	-1.4
N#Cc1ccc(C23CC4(C2)[C@H](CN(CC2CCCCC2)[C@@H]4c2ccccc2)C3c2ccccc2)cc1 (stereo partly specified)	1	-2	1	-9	-4.9	4	-1	-0.6	1.6
CC(OC(=O)C1CC1)C(=O)Nc1cc(Cl)cc(Cl)c1 (stereo unspecified)	-1	8	0	3	0.5	7	-10	-4.5	-6.0
CCOC(=O)CC1(C)NC(C(=O)O)C(C)(C)S1 (stereo unspecified)	-11	·	-2	5	·	0	-4	0.7	·
C/C(=N\NC(=O)C1CCCC1)c1ccc(NC(=O)C(F)(F)F)cc1	13	·	6	·	-4.7	12	1	-2.2	·

Continued; it opens with the 2 that closed the last part.
SMILES	PrPC surface inh	Rv3671c protease	Mtb FBA inh	MazEF act	Mtb BioA inh	GDH-TPI inh	BoNT-F LC inh	FadD28 binding	UGM FP inh
CCOC(=O)CC1(C)NC(C(=O)O)C(C)(C)S1 (stereo unspecified)	-11	·	-2	5	·	0	-4	0.7	·
C/C(=N\NC(=O)C1CCCC1)c1ccc(NC(=O)C(F)(F)F)cc1	13	·	6	·	-4.7	12	1	-2.2	·
COc1ccccc1CNS(=O)(=O)c1ccc(S(=O)(=O)NC2CC2)cc1	-10	-1	1	-11	-1.8	-8	-3	-2.1	1.3
COc1ccc(/C=C/C(O)=C(\C#N)c2nnc(N3CCOCC3)n2-c2ccccc2)cc1OC	-13	-5	3	11	·	5	-6	-3.6	-0.2
COc1ccc(CCNC(=O)C2c3ccccc3C(=O)N2CCC(C)C)cc1OC (stereo unspecified)	-2	1	-4	9	-0.9	2	?	·	1.5
COc1ccc(C)cc1NC(=O)CC(O)(C(F)(F)F)C(F)(F)F	7	-2	3	6	-0.4	5	0	0.1	-0.6
Cc1ccc(OCCCCc2c(C)n[nH]c2C)cc1	12	-5	0	-1	3.5	-3	?	1.0	0.8
Cc1cccc(N(Cc2ccccc2)C(=O)CSC(C)C(=O)Nc2cc(C)on2)c1 (stereo unspecified)	7	-2	-1	1	1.0	2	?	-3.7	3.5
O=C(NCc1ccccn1)c1ccc(Cl)s1	1	-4	1	4	0.5	3	2	-1.1	-0.8
CN(C)CCCn1c(SCC(=O)N2c3ccccc3Sc3ccccc32)nc2ccccc2c1=O	-11	6	4	-18	-0.5	5	-14	-6.6	-0.4
O=C(Cn1cc(COc2cc(F)cc(F)c2)nn1)c1ccc(O)cc1	13	·	-2	18	0.3	27	2	-2.5	·
CC(=O)OCC1OC(n2c3c(cc(C#N)c2=S)CCCC3)C(OC(C)=O)C(OC(C)=O)C1OC(C)=O (stereo unspecified)	-3	·	-3	2	·	-1	5	-1.9	·
CSCCC1NC(=O)N(CC(=O)N2CCc3ccccc3C2)C1=O (stereo unspecified)	-4	7	0	2	0.5	3	3	-2.8	0.3
Oc1ccc2ccc(Cl)cc2c1	-12	·	7	5	·	9	-3	-1.5	·
CCOC(=O)CSc1nc2c(sc(=S)n2-c2ccccc2)c(=O)n1-c1ccc(OC)cc1OC	0	-14	4	-1	-0.5	13	19	-0.6	-1.2
CN(C)c1ccc(C(=O)OCC(=O)Nc2ccc(N3CCOCC3)cc2)cc1	-1	-3	-5	-1	-0.9	-6	1	-3.4	-2.0
COc1cccc(/C=N/NC(=O)c2ccc(OCc3cccc(Br)c3)cc2)c1	4	-140	5	6	·	0	4	-1.1	4.0
O=C(NCCSCc1c(F)cccc1Cl)c1ccco1	0	0	3	4	0.9	-1	·	-1.5	-2.9
CCCNC(=O)Cn1nc(-c2ccccc2OC)ccc1=O	-3	·	1	-8	-0.1	7	-3	-0.9	·
COc1cccc(N2CCN(C(=O)c3ccc(OC)c(S(=O)(=O)NC4CC4)c3)CC2)c1	2	·	-3	5	-0.1	0	-3	0.5	·
OCCC1CN(Cc2cnc(-c3ccccc3)s2)CCN1CCc1ccccc1 (stereo unspecified)	3	-1	-1	2	·	-6	0	-2.6	0.1
O=S(Cc1ccccc1)CC(O)(c1ccccc1)c1ccccc1 (stereo unspecified)	5	0	0	-4	1.6	-18	-4	-3.9	-2.5
Cc1ccc(C2(COC(=O)C(C)C)CO2)c(OC(=O)C(C)C)c1 (stereo unspecified)	-2	4	6	-7	-0.9	16	-27	-1.2	-1.5
CCOC(=O)CNC(=O)C1COc2ccccc2O1 (stereo unspecified)	-1	8	-1	-4	-0.6	6	?	-1.4	-3.1
CCOC(=O)C1C2C=CC3(CN(c4cccc(Cl)c4)C(=O)C13)O2 (stereo unspecified)	0	7	4	-18	-1.5	10	-6	-0.2	0.1
COc1ccc(CNCCc2c[nH]c3ccccc23)c(OC)c1C	-5	-1	1	10	0.9	6	-42	-1.2	-1.4
O=[N+]([O-])c1ccccc1S(=O)(=O)Nc1ccc(S(=O)(=O)N2CCOCC2)cc1	-4	4	-1	6	1.3	-10	2	0.8	1.3

A few values from the results shown.
Mtb BioA inh result of O=C(NCCSCc1c(F)cccc1Cl)c1ccco1 = 0.9
Mtb FBA inh result of O=C(Cn1cc(COc2cc(F)cc(F)c2)nn1)c1ccc(O)cc1 = -2
PrPC surface inh result of Oc1ccc2ccc(Cl)cc2c1 = -12
Mtb BioA inh result of Cc1ccc(OCCCCc2c(C)n[nH]c2C)cc1 = 3.5
Mtb FBA inh result of COc1ccc(C)cc1NC(=O)CC(O)(C(F)(F)F)C(F)(F)F = 3
MazEF act result of COc1cccc(/C=N/NC(=O)c2ccc(OCc3cccc(Br)c3)cc2)c1 = 6

More structures follow:
SMILES	PrPC surface inh	Rv3671c protease	Mtb FBA inh	MazEF act	Mtb BioA inh	GDH-TPI inh	BoNT-F LC inh	FadD28 binding	UGM FP inh
Cc1c(C(=O)NNC(=O)Nc2ccc([N+](=O)[O-])cc2)oc2ccccc12	2	-103	2	9	-1.9	20	0	-2.8	3.6
COc1cccc(/C=C2\Oc3ccc(O)cc3C2=O)c1O	-20	-4	-8	-4	-0.9	6	9	-0.1	2.5
COc1ccc(NC(=S)N2Cc3ccccc3-n3nncc3C2)c(OC)c1	2	·	-2	9	0.7	3	0	-1.4	·
CC(=O)c1cc(C#N)c(SCc2ccccc2)nc1C	3	4	4	-7	·	9	-2	-2.4	-0.9
CCS(=O)(=O)N1CCN(c2ccc([N+](=O)[O-])c(N3CCOCC3)c2)CC1	-22	6	-14	12	0.5	9	1	-2.0	-4.0
COc1ccc(NC(=O)N[C@@H](CCSC)C(=O)O)cc1Cl	0	-9	0	2	-1.2	0	·	-0.2	-2.7
Cc1ccc(C(=O)O/N=C(\N)c2cccc([N+](=O)[O-])c2)cc1	-8	3	-1	-2	1.8	-1	-2	-3.8	0.6
CCOC(=O)c1c(NC(=O)COc2ncnc3ccccc23)sc(C)c1CC	7	-5	4	-6	-0.5	0	-1	-0.8	-1.1
CCN(C(=O)CN1C(=O)NC2(CCCc3ccccc32)C1=O)c1ccc(F)cc1 (stereo unspecified)	-5	3	0	-6	-0.6	-2	-5	-3.3	1.7
N#Cc1ccsc1NC(=O)CN1C(=O)NC2(CCCC2)C1=O	2	3	-3	·	-2.0	12	-7	-0.5	4.3
O=C(Nc1ccc(N2CCOCC2)cc1Cl)C1CCN(C(=O)OCc2ccccc2)CC1	-2	5	0	3	-1.8	3	?	-0.5	-3.8
COc1ccc(OC)c(/C=N/NC(=O)CSc2cc(C)nc3c(OC)cccc23)c1	-2	0	30*	7	·	9	-8	-3.2	1.8
CCc1cccc(C)c1NC(=O)CCN1C(=O)NC(C)(C)C1=O	-8	-3	1	3	-1.0	5	4	-0.5	0.0
COc1ccc(C2CC(C(F)(F)F)n3nc(C(=O)O)cc3N2)cc1OC (stereo unspecified)	-2	-2	0	-1	-3.4	22	0	-2.7	-2.4
Cc1nc2cccc(C)n2c(=O)c1Cl	-3	-5	1	13	·	10	-3	1.1	0.4
Cc1ccc(CNc2ccc3c(c2)OCO3)cc1	·	0	3	59*	-1.2	9	-24	-5.9	3.6
CCCc1cc(=O)n2[nH]c(NCc3ccc(OC)cc3)nc2n1	0	3	4	-4	·	-13	1	-29	0.5
Cc1ccc(C2CC(=O)Nc3cc4c(cc32)OCCO4)s1 (stereo unspecified)	8	-9	4	9	-0.4	2	-17	-0.9	1.3
CN(CC(=O)Nc1ccccc1Cl)C(=O)COC(=O)CN1C(=O)NC2(CCCC2)C1=O	-3	-7	3	-6	-2.8	5	0	-0.8	1.2
O=C(Nc1nccs1)c1ccc2c(c1)C(=O)N(Cc1cccnc1)C2=O	-7	-8	-3	3	-2.4	5	4	-3.3	0.7
COc1ccc(OC)c2sc(N3CCCCC3)nc12	3	-8	1	-2	0.3	-5	5	-0.7	0.2
CC(=O)c1cccc(Nc2nc(-c3cccnc3)cs2)c1	0	·	0	14	7.6	6	?	-0.9	0.9
FC(F)=C(F)CCSc1ncn[nH]1	4	4	0	13	·	5	1	-1.2	0.8
Cc1sc2ccccc2[n+]1CCC(C)S(=O)(=O)[O-] (stereo unspecified)	12	-3	2	14	0.2	3	-4	-0.6	0.6

Results in PrPC surface inh and Mtb FBA inh, for 3 of the compounds above:
| SMILES | PrPC surface inh | Mtb FBA inh |
| --- | --- | --- |
| Cc1ccc(CNc2ccc3c(c2)OCO3)cc1 | · | 3 |
| CCS(=O)(=O)N1CCN(c2ccc([N+](=O)[O-])c(N3CCOCC3)c2)CC1 | -22 | -14 |
| Cc1ccc(C2CC(=O)Nc3cc4c(cc32)OCCO4)s1 (stereo unspecified) | 8 | 4 |
